# hIAP block: blocks human intestinal alkaline phosphatase; 330,000 tested, 0.12% active; AID 2544; purified IAP, CDP-Star luminescence, 30 min; inhibition, % at 10 µM; P09923;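 active means inhibition reaching a set limit with compound at 10 µM in the primary screen, cut at about 35% in these data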;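 further: plate controls were DMSO wells with enzyme for no effect and no-enzyme buffer wells for full effect; values of inactives mirror those of a sister screen read the other way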
# hIAP activ: increases human intestinal alkaline phosphatase activity; P09923; purified human IAP, CDP-Star luminescence, 30 min; stronger effect = higher value; 1 = vehicle-only enzyme, 0 = enzyme-free background; activation factor at 10 µM; 330,000 tested, 0.16% active;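 active means activation factor of the enzyme at least 2-fold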; further: the source names both 10 and 20 µM as test concentration; values of inactives mirror those of a sister screen read the other way
# Apaf-1 inh: blocks human Apaf-1 apoptosome activity | inhibition, % at 20 µM | AID 489030 | reconstituted apoptosome caspase-3 activity, DEVD-Rh110 fluorescence | 330,000 tested, 0.71% active; active means inhibition of at least 40% at 20 µM;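 further: plate controls were DMSO wells for no effect and DEVD-CHO caspase inhibitor wells for full effect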
# Target sequence (O14727 whole entry, looked up): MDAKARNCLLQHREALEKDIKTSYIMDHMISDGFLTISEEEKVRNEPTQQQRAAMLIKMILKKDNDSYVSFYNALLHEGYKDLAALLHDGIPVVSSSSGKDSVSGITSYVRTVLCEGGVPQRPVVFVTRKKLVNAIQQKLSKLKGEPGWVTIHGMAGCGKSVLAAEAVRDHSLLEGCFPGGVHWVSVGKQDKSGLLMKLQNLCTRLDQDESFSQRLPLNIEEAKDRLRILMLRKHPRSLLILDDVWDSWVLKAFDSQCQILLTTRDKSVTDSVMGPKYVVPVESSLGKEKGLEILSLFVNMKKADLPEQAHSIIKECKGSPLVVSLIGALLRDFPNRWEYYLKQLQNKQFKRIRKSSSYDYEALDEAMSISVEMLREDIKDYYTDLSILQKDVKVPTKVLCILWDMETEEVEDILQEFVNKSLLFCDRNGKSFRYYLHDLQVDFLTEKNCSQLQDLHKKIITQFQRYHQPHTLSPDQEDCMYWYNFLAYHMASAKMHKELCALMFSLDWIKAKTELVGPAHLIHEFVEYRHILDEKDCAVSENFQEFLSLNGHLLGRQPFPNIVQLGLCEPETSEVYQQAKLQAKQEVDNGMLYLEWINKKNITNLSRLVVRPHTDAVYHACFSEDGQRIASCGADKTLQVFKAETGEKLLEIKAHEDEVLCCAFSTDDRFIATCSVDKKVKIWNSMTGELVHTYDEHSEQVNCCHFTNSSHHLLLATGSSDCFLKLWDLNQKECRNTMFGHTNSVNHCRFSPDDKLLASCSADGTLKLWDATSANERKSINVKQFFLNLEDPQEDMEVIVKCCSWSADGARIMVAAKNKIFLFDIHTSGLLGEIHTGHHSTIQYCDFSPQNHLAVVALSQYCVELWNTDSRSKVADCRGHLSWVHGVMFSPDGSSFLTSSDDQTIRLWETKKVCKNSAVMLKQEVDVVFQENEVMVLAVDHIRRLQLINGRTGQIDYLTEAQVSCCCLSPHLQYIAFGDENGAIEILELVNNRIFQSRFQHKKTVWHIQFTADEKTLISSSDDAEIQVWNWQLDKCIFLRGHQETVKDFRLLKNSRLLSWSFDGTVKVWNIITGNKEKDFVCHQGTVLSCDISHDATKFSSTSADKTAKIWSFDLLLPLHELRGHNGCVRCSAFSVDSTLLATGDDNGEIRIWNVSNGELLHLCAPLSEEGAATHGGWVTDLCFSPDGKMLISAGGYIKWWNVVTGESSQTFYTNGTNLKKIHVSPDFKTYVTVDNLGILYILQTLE
#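 Material: reconstituted apoptosome with Apaf-1, cytochrome c, caspase-9, procaspase-3, dATP; medium: pH 7.5 Hepes buffer with CHAPS, BSA, DTT; also added: cytochrome c and DEVD-Rh110 substrate; timing: 30 min plus 50 min, RT; signal: Rh110 fluorescence intensity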
# TIM10 inh: growth inhibitors of TIM10 yeast strain; S. cerevisiae TIM10 strain growth, BacTiter-Glo luminescence, 24 h; inhibition, % at 10 µM; 330,000 tested, 1.4% active; AID 463195;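 active means inhibition of 40% or more at the single tested concentration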;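 further: wild-type TIM10 isogenic control strain grown at permissive 25 °C; 0% = DMSO yeast wells and 100% = minimal medium wells without yeast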
# mIAP inh: blocks mouse intestinal alkaline phosphatase; purified mouse IAP, CDP-Star luminescence, 30 min; inhibition, % at 10 µM; 330,000 tested, 0.2% active; AID 2806;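 active means inhibition of at least 40% at 10 µM in the primary screen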;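 further: plate controls were DMSO with enzyme for no effect and no enzyme wells for full effect; values of inactives mirror those of a sister screen read the other way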
# ATG4B inh: ATG4B (human) cysteine protease inhibition; Q9Y4P1; AID 504462; 340,000 tested, 0.51% active; ATG4B cleavage of LC3-PLA2, NBD-HPC fluorescence, 1 h; inhibition, % at 8.33 µM; in the data active means inhibition above about 40%
# tim10-1 inh: growth inhibitors of tim10-1 mutant yeast | S. cerevisiae tim10-1 ts strain growth, BacTiter-Glo, 24 h | inhibition, % at 20 µM | 330,000 tested, 2.2% active;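 active means inhibition of at least 40%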;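 further: mutant grown at 25 °C; 0% = DMSO wells with yeast and 100% = wells holding no yeast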
# mIAP activ: increases mouse intestinal alkaline phosphatase activity; muIAP, CDP-Star luminescence, 30 min; stronger effect = higher value; 1 = vehicle-only enzyme signal, 0 = enzyme-free wells; activation factor at 10 µM; 330,000 tested, 0.24% active; AID 2805;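 active means activation factor of at least 2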; further: the source names both 10 and 20 µM as test concentration; values of inactives mirror those of a sister screen read the other way
#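 Assay system: mouse IAP enzyme; reagent: chemiluminescent substrate CDP-Star; dosing: test compounds delivered from DMSO solution; schedule: 30 min at room temperature; measured by: luminescence from enzymatic CDP-Star hydrolysis; controls: DMSO-only wells and no-enzyme negative control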
# NLRP3 yeast inh: NALP3 inhibition in yeast; Yeast reconstituted NLRP3/ASC/caspase-1, beta-gal luminescence, 24 h; inhibition, % at 10 µM; 330,000 tested, 0.39% active;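 active means inhibition of 50% or more; inactive means inhibition below 50%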;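 further: plate controls were induced DMSO wells for no effect and uninduced yeast grown without galactose for full effect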
# Starred values were filed as active, the others as inactive; nt = not tested or not shown.
SMILES,hIAP block,hIAP activ,Apaf-1 inh,TIM10 inh,mIAP inh,ATG4B inh,tim10-1 inh,mIAP activ,NLRP3 yeast inh
CCOC(=O)c1nnn(CC(=O)N2N=C(c3cc(C)ccc3C)CC2c2ccc(OC)cc2)c1C(=O)OCC (stereo not given),-10,1.1,32,2,4,-3,27,0.96,5
O=S(=O)(c1ccc(F)c(F)c1)N1CCN(Cc2ccc3c(c2)OCO3)CC1,17,0.83,-2,13,-4,-6,20,1,26
COc1ccc(CN(CC2CCCO2)S(=O)(=O)c2ccc(C(=O)O)cc2)cc1OC (stereo not given),2,0.97,-8,-16,4,3,11,0.95,-7
CN(C)N(Cc1ccccc1)C(=O)C(O)(c1ccccc1)c1ccccc1,-21,1.2,7,0,15,5,15,0.85,6
CC(C)(C)OC(=O)NCCc1nnc(SCc2ccc(Cl)cc2)o1,15,0.85,2,1,2,-3,21,0.98,31
CC(C)(C)OC(=O)N[C@@H](COCc1ccccc1)C(=O)N[C@@H](CO)[C@H](O)[C@@H]1C[C@@H]1C(=O)NC1CCCCC1,24,0.76,3,4,-4,5,-14,1,10
CC1CCN(Cc2nnc(-c3cccc(Br)c3)o2)CC1,14,0.86,-4,4,0,0,22,1,3
COc1ccc(C(=O)CSc2nccc(=O)[nH]2)cc1,6,0.94,-8,1,5,7,5,0.95,-6
CCCCOc1ccccc1P(=O)(O)CP(=O)(c1ccccc1)c1ccccc1,-4,1,14,-3,-9,-9,14,1.1,9
COc1cc(C(=O)N2CCN(S(=O)(=O)c3cccc(F)c3)CC2)ccc1OCC(=O)N1CCOCC1,3,0.97,0,9,4,3,3,0.96,3
CCC(C)NC(=O)CN1C(=O)c2cccc3cccc1c23 (stereo not given),22,0.78,-3,-3,-4,-5,14,1,-5
CNC(=O)c1[nH]cnc1C(=O)NCC(=O)OCc1ccccc1,-37,1.4,-4,-7,24,7,-12,0.77,11
O=C(Nc1ccccc1C(=O)N1CCCCC1)c1ccco1,12,0.88,5,-4,2,-2,14,0.98,20
COc1cc(-c2nc(-c3cccc(C(F)(F)F)c3)no2)cc(OC)c1OC,14,0.86,8,35,9,5,41*,0.91,-8
COc1ccc(-c2ccc3oc(-c4ccsc4)cc3c2)cc1,7,0.93,2,2,0,6,-10,1,-1

# Sorted by length of the SMILES (smallest number first): part of the list above.
SMILES,hIAP block,hIAP activ,Apaf-1 inh,TIM10 inh,mIAP inh,ATG4B inh,tim10-1 inh,mIAP activ,NLRP3 yeast inh
O=C(Nc1ccccc1C(=O)N1CCCCC1)c1ccco1,12,0.88,5,-4,2,-2,14,0.98,20
CCC(C)NC(=O)CN1C(=O)c2cccc3cccc1c23 (stereo not given),22,0.78,-3,-3,-4,-5,14,1,-5
CC(C)(C)OC(=O)NCCc1nnc(SCc2ccc(Cl)cc2)o1,15,0.85,2,1,2,-3,21,0.98,31
CCCCOc1ccccc1P(=O)(O)CP(=O)(c1ccccc1)c1ccccc1,-4,1,14,-3,-9,-9,14,1.1,9
COc1cc(-c2nc(-c3cccc(C(F)(F)F)c3)no2)cc(OC)c1OC,14,0.86,8,35,9,5,41*,0.91,-8

# Carrying on.
SMILES,hIAP block,hIAP activ,Apaf-1 inh,TIM10 inh,mIAP inh,ATG4B inh,tim10-1 inh,mIAP activ,NLRP3 yeast inh
CCOC(=O)N1CCN(C(=O)c2ccc3c(=O)n(Cc4ccc(Cl)cc4)c(=S)[nH]c3c2)CC1,0,1,30,16,13,-6,25,0.87,20
Cc1ccc(NC(=O)c2cc3c(s2)CCC3)cc1S(=O)(=O)N1CCOCC1,-14,1.1,20,17,-14,-6,16,1.1,-7
COc1ccccc1OCC(=O)OCC(=O)NCCN1C(=O)CSC1=O,8,0.92,2,-12,5,-9,17,0.95,5
COc1ccccc1OCC(=O)N1CCC2(CC1)CC(=O)c1ccccc1O2,-2,1,3,13,5,-14,6,0.95,10
CCCC(=O)OCC(=O)Nc1ccc([N+](=O)[O-])cc1C#N,9,0.91,-2,4,-4,-7,17,1,7
CN(C(=O)c1ccc(Cl)c([N+](=O)[O-])c1)C1(C)CCS(=O)(=O)C1 (stereo not given),2,0.98,-2,13,-4,3,2,1,-3
CCOC(=O)CNC(=O)CN1CCC(c2nc3ccccc3[nH]2)CC1,3,0.97,-10,5,5,-7,24,0.95,8
O=C(Nc1ccc(Cl)cc1)C1C2C=CC3(O2)C1C(=O)N(CCN1CCCCC1)C3C(=O)NC1CCCCC1 (stereo not given),-13,1.1,8,10,10,-4,-11,0.9,13
O=C(Nc1cccc(C(=O)O)c1)/C(=C/c1ccc([N+](=O)[O-])cc1)NC(=O)c1ccccc1,-6,1.1,-13,6,3,4,6,0.97,14
Nc1nc(-c2ccccc2)c(C(=O)Nc2ccccc2)s1,2,0.98,1,31,-2,-1,0,1,10
C=CCSc1nnc(CCCCCN2C(=O)c3cccc4cccc(c34)C2=O)o1,6,0.94,26,38,15,-2,39,0.85,24
COc1ccccc1N=C1SC(C(=O)Nc2cccc(Cl)c2Cl)C(N)=C1C(N)=O (stereo not given),0,1,-8,-1,-4,3,28,1,-3
COc1ccc(C(=O)N2CCN(CCNC(=O)C(=O)Nc3ccc(F)cc3)CC2)cc1,-8,1.1,8,1,-1,6,6,1,5
Cc1cc(NC(=O)CSc2nc3ccccc3n2CC(=O)N2CCC(C)CC2)no1,9,0.91,-10,-5,-8,5,-5,1.1,19
CN1CC[C@@]2([C@@]34CCN(C)C3Nc3ccccc34)c3ccccc3NC12 (stereo not given in full),-28,1.3,16,-3,-6,-11,12,1.1,22
COc1cc(CNc2ccccc2Oc2cc(=O)n(C)c(=O)n2C)cc(OC)c1OC,-2,1,10,10,-4,-14,27,1,12
COc1ccc(S(=O)(=O)NCC2CCCO2)cc1C(=O)O (stereo not given),10,0.9,-3,-4,-3,-6,5,1,4
COc1ccc(CCC(=O)Nc2cc(S(C)(=O)=O)ccc2Cl)cc1,10,0.9,-12,-13,3,nt,0,0.97,5
Cc1nn(S(=O)(=O)c2ccc([N+](=O)[O-])cc2)c(C)c1Sc1ccccc1,17,0.83,5,-1,6,-4,20,0.94,-2
NS(=O)(=O)c1ccc(CNC(=O)Cc2ccsc2)cc1,-14,1.1,-3,1,-2,-3,-17,1,2
CCN(C(=O)COC(=O)c1n[nH]c2ccccc12)c1ccccc1,-15,1.1,8,7,-6,-8,31,1.1,2
Cc1cccc(C)c1OCCCN1CCOCC1,4,0.96,8,7,0,3,-11,1,14
CS(=O)(=O)c1sc(C#N)c2c1C(=O)CC(c1ccccc1)C2 (stereo not given),10,0.91,6,42*,5,11,21,0.95,51*
O=C(Cc1ccccc1)NC(=S)Nc1cc(C(F)(F)F)ccc1Cl,29,0.71,3,9,14,4,2,0.86,32
CC(C)CC(=O)C1CCCN(C(=O)c2ccc3oc(Cc4ccccc4)nc3c2)C1 (stereo not given),-25,1.2,17,11,6,32,26,0.94,23
CCc1ccc(N(C(=O)c2csnn2)C(C(=O)NCc2ccccc2)c2ccco2)cc1 (stereo not given),-2,1,18,24,-2,3,25,1,19
O=S(=O)(Oc1ccccc1N1CCCCC1)c1ccccc1,-20,1.2,7,8,2,1,6,0.98,-3
COc1ccccc1OCC(=O)Nc1ccc2c(c1)OCO2,13,0.87,-4,11,-1,1,19,1,11
CCCCn1c(N)c(N(CC)C(=O)c2ccncc2)c(=O)[nH]c1=O,5,0.95,-1,8,8,-1,9,0.92,13
CC(C)(C)NC(=O)C(c1ccco1)N(Cc1ccc2c(c1)OCO2)C(=O)Cn1nnc2ccccc21 (stereo not given),10,0.9,-16,27,-13,-3,26,1.1,-3

# Among those listed so far, these contain two or more sulfur atoms.
SMILES,hIAP block,hIAP activ,Apaf-1 inh,TIM10 inh,mIAP inh,ATG4B inh,tim10-1 inh,mIAP activ,NLRP3 yeast inh
Cc1ccc(NC(=O)c2cc3c(s2)CCC3)cc1S(=O)(=O)N1CCOCC1,-14,1.1,20,17,-14,-6,16,1.1,-7
Cc1nn(S(=O)(=O)c2ccc([N+](=O)[O-])cc2)c(C)c1Sc1ccccc1,17,0.83,5,-1,6,-4,20,0.94,-2
NS(=O)(=O)c1ccc(CNC(=O)Cc2ccsc2)cc1,-14,1.1,-3,1,-2,-3,-17,1,2
CS(=O)(=O)c1sc(C#N)c2c1C(=O)CC(c1ccccc1)C2 (stereo not given),10,0.91,6,42*,5,11,21,0.95,51*

# A stretch from further up, as a working copy:
SMILES,hIAP block,hIAP activ,Apaf-1 inh,TIM10 inh,mIAP inh,ATG4B inh,tim10-1 inh,mIAP activ,NLRP3 yeast inh
COc1ccccc1OCC(=O)Nc1ccc2c(c1)OCO2,13,0.87,-4,11,-1,1,19,1,11
CCCCn1c(N)c(N(CC)C(=O)c2ccncc2)c(=O)[nH]c1=O,5,0.95,-1,8,8,-1,9,0.92,13
CC(C)(C)NC(=O)C(c1ccco1)N(Cc1ccc2c(c1)OCO2)C(=O)Cn1nnc2ccccc21 (stereo not given),10,0.9,-16,27,-13,-3,26,1.1,-3

# (listing goes on)
SMILES,hIAP block,hIAP activ,Apaf-1 inh,TIM10 inh,mIAP inh,ATG4B inh,tim10-1 inh,mIAP activ,NLRP3 yeast inh
COc1ccc(OC2C(=O)N(CCc3ccc(OC)c(OC)c3)C2c2ccc3c(c2)OCO3)cc1 (stereo not given),-21,1.2,10,26,4,2,25,0.96,15
O=C(CSc1ncc(-c2ccc(F)cc2)[nH]1)Nc1cccc(O)c1,-11,1.1,-15,5,4,-13,9,0.95,7
Cc1ccccc1-c1nc(-c2ccc(NC(=O)c3ccc(Br)o3)cc2)no1,20,0.8,-17,-3,10,12,4,0.91,11
CCOC(=O)c1cc(-c2ccccc2)n(CC(=O)Nc2cccc(OC)c2)c1C,2,0.98,-2,22,-75,-3,27,1.7,17
Cc1cccc(NC(=O)c2cccc(C(F)(F)F)c2)c1,1,0.99,13,-6,-3,-6,12,1,26
O=C(COC(=O)C1(c2ccccc2F)CCCC1)NC1CCS(=O)(=O)C1 (stereo not given),-6,1.1,-3,6,-2,-6,5,1,-13
CCCc1cc(=O)[nH]c(SCC(=O)N2CCN(S(=O)(=O)c3ccccc3)CC2)n1,19,0.81,-6,-21,-2,-2,9,1,4
COc1ccc(CCC(=O)Nc2ccc(Cn3ccnc3)cc2)cc1,-22,1.2,-5,4,-12,-5,11,1.1,10
O=C(O)C(Cc1ccc(O)cc1)N1C(=O)C2CCCCC2C1=O (stereo not given),-6,1.1,-23,3,0,-6,-3,1,13
O=S(=O)(c1ccc(-c2nnc(SCc3nnc(-c4ccccc4)o3)o2)cc1)N1CCCC1,0,1,-8,-3,9,-1,8,0.91,2
Cc1ccc(N2CC(C(=O)N/N=C/c3cccc([N+](=O)[O-])c3)CC2=O)cc1 (stereo not given),22,0.78,-1,6,1,-12,11,0.99,14
COc1ccc2oc(-c3ccc(C)c(NC(=O)c4ccc(N5CCOCC5)c([N+](=O)[O-])c4)c3)nc2c1,2,0.98,15,-10,9,15,15,0.91,-7
CC1(C)CC(=O)C/C(=N/NC(=O)COc2ccc3ccccc3c2Br)C1,-10,1.1,5,3,-5,-11,12,1,7
C=CCSc1nnc(NC(=O)c2ccc(NC(C)=O)cc2)s1,-2,1,-11,-3,0,4,-4,1,4
CC(=O)c1cccc(NC(=O)NCc2ccco2)c1,4,0.96,-1,-4,-7,-1,10,1.1,3
Cc1cc2c(s1)c1cnn(CC(=O)NCCc3ccccc3)c(=O)c1n2C,-4,1,0,4,2,-7,8,0.98,7

# No enrichment for hits; about 4.5% have a hit in one of these screens.
